PglD DTNB – PglD (C. jejuni) enzyme inhibition | purified PglD enzyme, DTNB colorimetric CoA detection | inhibition, % at 12.5 µM | 360,000 tested, 0.098% active | AID 602405; in the data active = inhibition above about 16%, passing the limit was not always enough; inconclusive = no clear call, values can overlap the other calls; also: strong numbers were not always called active
E-selectin induc – induces E-selectin expression in human endothelial cells; HUVEC E-selectin immunofluorescence imaging; normalized: neutral wells 0, TNF-alpha wells 100; activation, % at 7.58 µM; 260,000 tested, 0.37% active; AID 686992;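 active = mean E-selectin-positive cell signal at least 10% of the positive control, reached in at least 60% of replicates, without over 20% cell loss; inconclusive = no rule given, readout overlaps actives, possibly toxicity-flagged; inactive = the rest, including those meeting only one limit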;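 also: in these data hits start at about 27%; measured in HUVEC primary endothelial cells; signal is the percent of cells scored E-selectin positive by PE staining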
Target sequence (P16581 whole entry, looked up): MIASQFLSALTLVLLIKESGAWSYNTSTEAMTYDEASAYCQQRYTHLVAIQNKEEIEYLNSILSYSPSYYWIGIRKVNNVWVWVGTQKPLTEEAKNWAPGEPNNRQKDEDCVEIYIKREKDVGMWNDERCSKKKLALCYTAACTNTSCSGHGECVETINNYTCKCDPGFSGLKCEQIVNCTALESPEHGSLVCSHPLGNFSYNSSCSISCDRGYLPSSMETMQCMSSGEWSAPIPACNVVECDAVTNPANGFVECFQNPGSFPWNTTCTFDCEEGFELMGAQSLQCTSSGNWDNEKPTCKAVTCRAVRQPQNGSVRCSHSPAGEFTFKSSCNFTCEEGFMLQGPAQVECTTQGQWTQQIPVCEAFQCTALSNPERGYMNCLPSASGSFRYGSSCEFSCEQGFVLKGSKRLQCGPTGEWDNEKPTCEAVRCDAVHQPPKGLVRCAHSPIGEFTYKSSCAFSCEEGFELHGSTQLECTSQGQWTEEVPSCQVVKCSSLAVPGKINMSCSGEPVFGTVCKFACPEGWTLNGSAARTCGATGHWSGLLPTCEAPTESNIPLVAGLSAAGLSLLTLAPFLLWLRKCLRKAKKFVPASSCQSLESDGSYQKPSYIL
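Material: HUVEC primary endothelial cells; Amount: 3,000 cells per well; Dosing: single concentration; Medium: EGM-2 growth medium on 0.1% gelatin-coated wells; Read-out basis: percent E-selectin-positive cells; Signal: immunofluorescence imaging; Control set: TNF-alpha, DMSO.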
ERAP1 HTS inh – inhibitors of human ERAP1 aminopeptidase. 340,000 tested, 0.15% active. Q9NZ08. inhibition, % at 10.7 µM. recombinant ERAP1, Leu-AMC fluorescence, 60 min;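 active = mean replicate inhibition of at least 30%, or all replicates individually reaching that 30% level; inactive = mean below 30% and not every replicate reaching it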;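 also: 0% = neutral control wells and 100% = L-leucinethiol positive control wells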
miR-122 sensor – miR-122 inhibition in Huh7 cells. Huh7 miR-122 Renilla luciferase sensor, 48 h; neutral wells = 0, positive control = 100. activation (reporter increase), % at 12.5 µM. 340,000 tested, 0.3% active;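 active = mean replicate activation score at least 90 and every replicate individually at or above 90; inconclusive = only one of the two criteria met; inactive = neither criterion met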;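 also: higher luciferase means less miR-122 activity so hits act as miR-122 inhibitors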
PGC1a acetyl inh – PGC1a acetylation modulation, inhibitor mode; U2OS PGC1a acetylation, AlphaScreen anti-acetyl-lysine; with virally co-expressed GCN5 acetyltransferase; inhibition, % at 15.6 µM; 350,000 tested, 0.17% active; AID 651687;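 active = every replicate shows inhibition of at least 40%; inconclusive = mean inhibition at least 40% but some replicate below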;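 also: 0% = neutral control wells and 100% = positive control wells; some results beyond the cut were filed as inactive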
RAD52 inh – blocks human RAD52 DNA annealing; 360,000 tested, 0.46% active; inhibition, % at 18.7 µM; AID 651710; recombinant RAD52 DNA annealing, FRET fluorescence; P43351;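 active = every replicate showing at least 50% inhibition; inconclusive = mean inhibition at least 50% but not in every replicate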
Target sequence (P43351 whole entry, looked up): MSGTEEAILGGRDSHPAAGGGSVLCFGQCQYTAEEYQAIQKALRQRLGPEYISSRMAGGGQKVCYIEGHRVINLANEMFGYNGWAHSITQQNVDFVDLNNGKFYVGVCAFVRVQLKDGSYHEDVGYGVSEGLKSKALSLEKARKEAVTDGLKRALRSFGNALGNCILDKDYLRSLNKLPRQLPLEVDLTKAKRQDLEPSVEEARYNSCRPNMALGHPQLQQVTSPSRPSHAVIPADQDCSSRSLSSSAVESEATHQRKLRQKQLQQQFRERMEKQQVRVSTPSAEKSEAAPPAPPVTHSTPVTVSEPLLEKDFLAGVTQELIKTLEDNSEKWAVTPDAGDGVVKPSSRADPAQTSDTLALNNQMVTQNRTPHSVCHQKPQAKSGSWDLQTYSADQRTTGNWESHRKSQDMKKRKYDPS
RAD54 branch – RAD54 (human) branch migration inhibition; Q92698; 360,000 tested, 0.14% active; RAD54 Holliday junction branch migration, FAM/BHQ fluorescence; inhibition, % at 10.4 µM; AID 602329;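 active = mean normalized replicate activity at least 40 and at least half of replicates scoring 40 or more; inconclusive = only one of the two criteria met; inactive = mean below 40 and under half of replicates reaching 40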;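 also: 0% = median of neutral control wells and 100% = median of positive control wells; inhibitors cause a drop in the FAM fluorescence signal; in these data hits start at about 50%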
Cneo AK release – Cryptococcus neoformans lysis via adenylate kinase release. C. neoformans lysis, adenylate kinase release luminescence, 4 h; normalised: neutral wells 0, clomiphene wells 100. lysis activity, % at 15 µM. 360,000 tested, 0.2% active. AID 651654;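 active = mean lysis activity across replicates of at least 80%, whatever share of replicates individually reach that level; inactive = mean lysis activity below 80%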
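Material – log-phase Cryptococcus neoformans yeast cells · Input – 5 × 10^6 yeast cells/mL · Medium – fresh YPD growth medium · Doses – single compound concentration per well · Timing – static 4 h at 37 °C with compound, 1 h detection · Detection – adenylate kinase release luminescence · Read-out – signal increase indicating cell lysis · Control set – Clomiphene as positive lysis control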
Active calls of the source: *; u = inconclusive; x = no result given; [ ] = remark or other dose. Outcome played no part in choosing rows. About 1.4% of those tested had a hit in this group.

Every second line gives: PglD DTNB	E-selectin induc	ERAP1 HTS inh	miR-122 sensor	PGC1a acetyl inh	RAD52 inh	RAD54 branch	Cneo AK release
CNC[C@@H]1Oc2ccc(NC(=O)CCC(F)(F)F)cc2CC(=O)N([C@@H](C)CO)C[C@@H]1C
→ 0	-4.8	-2	-3[16.7 µM]	7	21	0	7
O=C(NC(NC(=S)Nc1cccc(C(=O)O)c1)C(Cl)(Cl)Cl)OCc1ccccc1 (configuration not stated)
→ -2	x	-1	-1	15	-17	-2	0
CCc1ccc(C(=O)NNC(=O)c2cccc(S(=O)(=O)N3CCN(C)CC3)c2)cc1
→ -1	-0.6	0	-1	-9	-5	-4	x
CN(C)CC(=O)N1[C@H](C#N)[C@@H](c2ccc(C#Cc3cccnc3)cc2)[C@H]1CO
→ 2	1.6	0	x	0	-29	14	-1
O=C(COC(=O)c1ccco1)Nc1ccc2c(c1)OCCO2
→ -5	x	x	-3	2	x	-6	-10
N=c1c[n+](N2CCOCC2)[n-]o1
→ -1	7.8	-1	7	x	-13	-5	0
C[C@@H]1CN([C@@H](C)CO)C(=O)c2cccc(NC(=O)c3cnccn3)c2O[C@H]1CN(C)Cc1ccc(C(F)(F)F)cc1
→ 3	x	-1	152*[16.7 µM]	26	19	-7	61
O=C(N/N=C\c1ccc([N+](=O)[O-])s1)C1COc2ccccc2O1 (configuration not stated)
→ x	-0.3	4	x	x	-4	8	2
CN1CCN(C(=O)c2cc3nc(-c4ccc(Cl)cc4)cc(C(F)(F)F)n3n2)CC1
→ -2	x	x	-3	1	x	-2	1
O=[N+]([O-])c1cnc(Nc2ccccc2)nc1Nc1ccccc1
→ 2	-0.1	-2	x	x	2	-4	6

Ordered by formula weight (lowest first): some entries from above.
Every second line gives: PglD DTNB	E-selectin induc	ERAP1 HTS inh	miR-122 sensor	PGC1a acetyl inh	RAD52 inh	RAD54 branch	Cneo AK release
N=c1c[n+](N2CCOCC2)[n-]o1
→ -1	7.8	-1	7	x	-13	-5	0
O=C(NC(NC(=S)Nc1cccc(C(=O)O)c1)C(Cl)(Cl)Cl)OCc1ccccc1 (configuration not stated)
→ -2	x	-1	-1	15	-17	-2	0
C[C@@H]1CN([C@@H](C)CO)C(=O)c2cccc(NC(=O)c3cnccn3)c2O[C@H]1CN(C)Cc1ccc(C(F)(F)F)cc1
→ 3	x	-1	152*[16.7 µM]	26	19	-7	61

Remaining list, next part
Every second line gives: PglD DTNB	E-selectin induc	ERAP1 HTS inh	miR-122 sensor	PGC1a acetyl inh	RAD52 inh	RAD54 branch	Cneo AK release
COc1ccc(S(=O)(=O)N(C)C[C@H]2Oc3ccc(NS(=O)(=O)c4c(C)noc4C)cc3CC(=O)N([C@@H](C)CO)C[C@H]2C)cc1
→ 1	0.2	-2	6[16.7 µM]	-4	-4	1	-4
Cc1ccc(-n2ncc3c2CC(C)(C)CC3NC(=O)Cc2c(C)noc2C)cc1 (configuration not stated)
→ -5	-0.3	-2	1	-9	-12	4	2
Cc1cc(NC(=O)CSc2nnc(-c3ccncc3)n2N)ccc1Br
→ 1	x	x	10	-12	x	-6	0
COc1ccc(NC(=O)Nc2ccc3c(c2)C(=O)N([C@@H](C)CO)C[C@@H](C)[C@H](CN(C)C(=O)Cc2ccccc2)OCCCC[C@H](C)O3)cc1
→ 2	-0.3	2	4[16.7 µM]	5	-9	3	115*
Cn1cc(C=O)c(-c2ccc3c(c2)OCCCO3)n1
→ 6	x	1	x	x	5	-1	1
C[C@@H]1CN([C@H](C)CO)C(=O)c2cc(-c3cccc(C#N)c3)cnc2O[C@H]1CN(C)C(=O)C1CCOCC1
→ -1	-0.2	0	4[16.7 µM]	0	9	-18	-6
CC(C)OC(=O)CC1C(=O)NCCN1C(=S)NC(=O)c1ccccc1Cl (configuration not stated)
→ 3	x	-2	x	x	-2	6	-3
CCn1c(SC)nnc1-c1nn(-c2ccccc2)ccc1=O
→ 2	x	103*	x	x	-9	8	-2
S=C(S)N1CCCC1
→ 3	2.0	1	-5	-7	-10	-7	4
CC=Cc1ccc2n(c1=O)C[C@H]1[C@H](CO)[C@@H](C(=O)NCC)N(C(=O)C3CCOCC3)[C@@H]21 (mixture of isomers)
→ 1	-0.3	-1	-3[16.7 µM]	x	-31	-4	1
CCN(CC)C(=O)[C@H]1CC(CC(=O)NCc2ccc(OC)c(OC)c2)C(=O)N2CCc3c([nH]c4ccccc34)[C@]12C (some centres not stated)
→ 1	-0.3	-4	-6	-3	-6	1	2
C[C@@H]1CN([C@H](C)CO)C(=O)c2cc(C3=CCCC3)cnc2O[C@@H]1CN(C)C(=O)NC1CCCC1
→ 5	x	2	2[16.7 µM]	-17	5	-12	0
CC(NC(=O)c1ccc(S(=O)(=O)N(C)C)cc1)c1ccc(-n2ccnc2)cc1 (configuration not stated)
→ -1	x	1	x	x	-4	-1	-2
COc1cccc(NC(=O)CSc2nncn2N)c1
→ -5	x	x	0	-2	x	-11	0
COc1ccc([N+](=O)[O-])cc1NC(=O)CCN1CCN(c2ccccc2OC)CC1
→ -5	-2.4	7	3	-1	-12	6	3
CCCC(=O)N1CCN(c2ccc(NC(=O)C(C)(C)C)cc2Cl)CC1
→ -3	x	-4	6	x	-5	-6	0
O=C1C(=O)N(CCCO)C(c2ccccc2)/C1=C(\O)c1ccc(Br)cc1 (configuration not stated)
→ 9	x	0	-5	-28	-6	-1	0
CCOc1ccc2c(c1)C(c1cccs1)=NNC(c1cccnc1)=N2
→ -6	x	-3	-2	4	5	9	0
CO[C@@H]1CN(C)C(=O)c2ccc(NC(=O)C3CCOCC3)cc2OC[C@@H](C)N(C)C[C@@H]1C
→ -3	2.0	x	-2[16.7 µM]	2	x	1	42
C(=N\NC1=NCCN1)/c1ccncc1
→ 3	x	0	-3	10	-2	-14	-1
O=C(CNC(=O)c1[nH]cnc1C(=O)N[C@@H](Cc1ccccc1)C(=O)OCc1ccccc1)OCc1ccccc1
→ 2	x	1	-5	-3	-11	14	5
O=C(Nc1c[nH]c2c(Cl)cccc2c1=O)N1CCN(c2ccccn2)CC1
→ 15	x	0	6	-10	-14	3	2
Cc1c(C(=O)O)c(-c2ccccc2)nn1-c1ccccc1
→ 1	x	x	-3	10	x	1	1
C[C@H]1CN([C@@H](C)CO)C(=O)c2cc(NC(=O)CCCCCC(=O)Nc3ccccc3N)ccc2O[C@H]1CN(C)Cc1ccncc1
→ 2	x	-1	-3[16.7 µM]	3	-9	-4	3
COc1cc(CN2CCCC(CO)(Cc3cccc(Cl)c3)C2)cc(OC)c1O (configuration not stated)
→ 5	1.1	5	-5	-11	-9	-24	2
O=C(OCC(=O)N1CCc2ccccc21)c1ccccc1F
→ -1	0.2	-1	-1	x	6	12	-1
COc1ccc(S(=O)(=O)N(C)C[C@H]2Oc3ccc(NC(=O)Nc4ccc(F)cc4)cc3CC(=O)N([C@@H](C)CO)C[C@H]2C)cc1
→ -1	0.0	x	-12[16.7 µM]	-3	x	-3	-3
CCCC#Cc1ccc2c(c1)O[C@H](CN(C)C(C)=O)[C@H](C)CN([C@H](C)CO)S2(=O)=O
→ 3	0.1	-2	-14[16.7 µM]	6	-1	2	-3
COc1ccc(S(=O)(=O)Nc2cccc3c2O[C@@H](CN(C)C(=O)Nc2ccc4c(c2)OCO4)[C@@H](C)CN([C@@H](C)CO)C3=O)cc1
→ -2	0.5	3	0[16.7 µM]	1	2	-1	-3
CCCN[C@@H]1C(=O)N2C(C(=O)OCCC)=C(C)CS[C@H]12
→ 4	x	2	7	-7	-25	-10	0
CN(CC(=O)NC1CCCC1)S(=O)(=O)c1cccc(Cl)c1
→ -1	u	0	-8	-5	-6	0	-2
Cc1noc(C)c1S(=O)(=O)Nc1cccc2c1O[C@H](CN(C)Cc1ccncc1)[C@H](C)CN([C@H](C)CO)C2=O
→ 0	17	1	-4[16.7 µM]	2	-40	-4	2
COC(=O)C(NC(C)=O)(Nc1cc(C)ccn1)C(F)(F)F (configuration not stated)
→ 12	x	x	42	3	-14	4	-6
COc1ccc2c3c(n(C)c2c1)[C@@H](CO)N(C(=O)CN(C)C)CC31CCN(C(=O)NC(C)C)CC1
→ x	0.8	-4	x	-5	12	x	x
CC(C)C(=O)NCCc1nc2ccccc2n1CCCOc1ccc(Cl)cc1
→ 4	x	x	3	-6	x	0	5
C[C@@H]1CN([C@H](C)CO)C(=O)Cc2cc(NC(=O)CCC(F)(F)F)ccc2O[C@H]1CN(C)Cc1ccc2c(c1)OCO2
→ 10	-3.0	-2	-11[16.7 µM]	-2	-5	5	-6
C[C@@H]1CN([C@@H](C)CO)C(=O)Cc2cc(NC(=O)c3ccncc3)ccc2O[C@@H]1CN(C)S(=O)(=O)c1ccc(Cl)cc1
→ -1	0.0	x	-7[16.7 µM]	3	-16	-3	-2
COc1ccc(CCNC(=O)CC(Cc2ccccc2)C(=O)O)cc1OC (configuration not stated)
→ 1	u	-3	3	0	-11	-2	-10
CCOC(=O)c1[nH]c(C)c(C(=O)OCC(=O)N2CCCCC2C)c1C (configuration not stated)
→ 23*	x	x	5	7	x	-4	4
Cc1cccn2cc(CCNS(=O)(=O)c3ccc4c(c3)OCCO4)nc12
→ 2	-0.2	2	0	-1	-8	-4	0
COc1cccc(Nc2nnc(SCc3nc4ccccc4s3)s2)c1
→ -4	x	-1	65	x	-35	9	-3
O=C(Nc1ccc([N+](=O)[O-])cc1)c1cccc([N+](=O)[O-])c1
→ 3	0.2	-2	-3	-3	-11	-9	-1
CCN(CC)S(=O)(=O)c1ccc(-n2cnc3cc(C)c(C)cc32)nc1
→ 5	x	-1	-1	x	-10	6	-4
CC(C)(C)n1nc2c(c1NC(=O)C1CC(=O)N(c3ccc(Cl)cc3)C1)CS(=O)(=O)C2 (configuration not stated)
→ -8	0.0	-1	x	x	-9	1	0
COc1ccc(S(=O)(=O)N(C)C[C@@H]2Oc3ccc(NC(=O)NC4CCCCC4)cc3CC(=O)N([C@H](C)CO)C[C@H]2C)cc1
→ 0	0.0	-1	3[16.7 µM]	8	-5	1	0
O=C(c1cnc(Cc2c[nH]c3ccccc23)c(I)c1)N1CCCCC1
→ 1	-1.4	x	8	x	-33	-8	20

Assay outcomes: PubChem, Broad Institute
